TNF death inh – blocks TNF-alpha induced death of Jurkat FADD-/- cells | activation (protection from cell death), % at 10 µM | Jurkat FADD-/- TNF necroptosis rescue, ATP luminescence, 24 h; 0 = TNF only, 100 = no-TNF cells | 0.068% of 220,000 active;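 active = activation, meaning protection from cell death, of at least 50% relative to plate controls; inactive = activation below 50%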;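 note: necroptosis triggered by 40 ng/mL TNF-alpha added together with compound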
TRPN1 ag – agonists of zebrafish TRPN1 channel; HEK293 zebrafish TRPN1-YFP, Fluo-8 calcium fluorescence; 100% = response to 87 µM carbachol; activation, % at 3 µM; 0.18% of 220,000 active; AID 1424;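 active = activation above its plate's cutoff, the mean activation of test wells on that plate plus 3 SD, cut at about 19% in these data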;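 note: 0% = DMSO alone and 100% = 87 µM carbachol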
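Assay system: Zebrafish TRPN1-YFP in HEK293 cells | Incubation: Dye loading 1 h at 37 °C, then 30 min room temperature | Measured by: Kinetic Fluo-8 fluorescence, ex 470-495, em 515-575 nm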
Runt-SMMHC FRET – blocks binding of human RUNX1 Runt domain to CBFb-SMMHC | Cerulean-Runt/Venus-CBFb-SMMHC FRET ratio 530/480, 1 h | inhibition, % at 20 µM | 0.74% of 220,000 active | AID 1434;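 active = mean inhibition across duplicate retests at 20 µM reaching about 50%, limit read from the data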;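 note: 0% = DMSO wells and 100% = wells with excess untagged CBFb-SMMHC; inhibitors lower the FRET ratio by blocking Runt binding to CBFb-SMMHC; some results filed as inactive read as strong as hits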
TRPML3 agonist – agonists of human TRPML3 channel; HEK293 TRPML3-YFP, Fluo-8 calcium fluorescence; 100% = the carbachol control signal; activation, % at 3 µM; 0.29% of 220,000 active; AID 1448;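 active = activation above its plate's cutoff, the mean activation of the plate's test wells plus 3 SD, cut at about 12% in these data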;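 note: 0% = DMSO only wells and 100% = carbachol wells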
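Test system: HEK293 cells stably carrying human TRPML3-YFP; Doses: single dose, 3 µM final nominal compound, 0.3% DMSO final; Schedule: dye loading 1 h 37 °C then 30 min ambient, 125 s read; Technique: Fluo-8 calcium fluorescence; Benchmarks: high control carbachol 87 µM, low control DMSO.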
EBV gp42 block – blocks Epstein-Barr virus glycoprotein 42 binding; Q1HVG2; 0.42% of 220,000 active; Fluorescence polarization binding assay, mP read-out; inhibition, % (tested at 21.74 µM); in the data active = inhibition above about 50%
Target sequence (Q1HVG2 whole entry, looked up): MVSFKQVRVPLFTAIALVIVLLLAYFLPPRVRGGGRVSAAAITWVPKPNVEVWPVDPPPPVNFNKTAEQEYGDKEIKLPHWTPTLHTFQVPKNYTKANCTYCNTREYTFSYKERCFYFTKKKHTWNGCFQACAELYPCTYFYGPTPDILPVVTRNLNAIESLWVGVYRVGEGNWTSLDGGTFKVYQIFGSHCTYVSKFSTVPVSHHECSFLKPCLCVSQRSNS
CHOP inh – CHOP inhibition in unfolded protein response; CHO-K1 CHOP-promoter luciferase, tunicamycin-induced, 15-18 h; inhibition, % at 10 µM; 3.8% of 220,000 active; AID 2732;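 active = compounds that reduced the stress-induced luciferase reporter signal by more than about 70% of percent inhibition, limit read from the data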;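 note: 0% = tunicamycin plus vehicle and 100% = wells without tunicamycin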
p47phox inh – p47phox (human) inhibition; P14598; p47phox/p22phox peptide binding, fluorescence polarization, 2 h; inhibition, % at 24.7 µM; 0.53% of 220,000 active;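 active = inhibition above about 30%, limit read from the data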;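 note: 0% = p47phox with labelled peptide and 100% = labelled peptide alone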
Mdm2 ligase inh – inhibitors of human Mdm2 E3 ubiquitin ligase | Q00987 | cell-based MDM2 ubiquitination luciferase reporter, 2 h; 0 = plate control, 100 = twice control, blank-subtracted | signal enhancement, % at 5 µM | 0.11% of 210,000 active;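 active = signal enhancement of 30% or more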;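 note: luminescence tracks abundance of the self-degrading MDM2-luciferase fusion protein; higher signal means inhibition of MDM2 E3 ligase activity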
Target sequence (Q00987 whole entry, looked up, the tested form may be a part): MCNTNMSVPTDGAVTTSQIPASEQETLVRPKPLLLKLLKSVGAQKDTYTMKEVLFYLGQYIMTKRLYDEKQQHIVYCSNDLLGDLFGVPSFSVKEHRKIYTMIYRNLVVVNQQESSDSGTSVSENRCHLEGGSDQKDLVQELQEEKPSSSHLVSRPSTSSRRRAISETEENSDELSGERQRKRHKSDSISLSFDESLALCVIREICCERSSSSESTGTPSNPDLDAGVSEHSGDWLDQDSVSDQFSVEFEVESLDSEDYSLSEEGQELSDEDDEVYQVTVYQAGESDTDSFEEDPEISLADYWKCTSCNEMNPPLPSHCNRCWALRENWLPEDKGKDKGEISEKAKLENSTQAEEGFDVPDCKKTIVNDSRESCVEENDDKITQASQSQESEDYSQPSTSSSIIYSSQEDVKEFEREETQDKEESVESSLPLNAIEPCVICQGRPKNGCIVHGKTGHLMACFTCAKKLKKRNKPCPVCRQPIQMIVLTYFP
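Timing – 2 h compound exposure at 37 °C · Assay system – mammalian cells stably expressing self-ubiquitinating, self-degrading MDM2 E3–luciferase fusion · Amount – 2000 cells seeded into each well · Measure – % luminescence enhancement versus blank-corrected plate control mean · Measured by – SteadyLite luminescence, 15 min reagent step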
PPC-1+TRAIL kill – PPC-1 cancer cell killing with TRAIL present | PPC-1 cells + TRAIL, ATPLite viability luminescence | cell killing (% activity), % at 4 µM | 0.41% of 220,000 active;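 active = cell killing above 50% in the first pass at 4 µM, then a duplicate retest at 5 µM averaging 50% or more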;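 note: plate controls were cells with TRAIL plus DMSO for no effect and medium-only wells lacking cells for full effect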
* hit, by the source's call; x = not tested or not shown.

Start of the listing, in advance:
SMILES | TNF death inh | TRPN1 ag | Runt-SMMHC FRET | TRPML3 agonist | EBV gp42 block | CHOP inh | p47phox inh | Mdm2 ligase inh | PPC-1+TRAIL kill
CNC(=O)CSCCn1c(SCC(=O)NC)nc2ccccc2c1=O | -2.6 | 0.7 | 1 | 0.8 | -16 | -13 | -14 | -19 | 3
CCN(CC)S(=O)(=O)c1ccc(Cl)c(OC)c1 | 0.4 | -0.4 | 0 | 1.7 | -5 | 41 | 1 | -4 | 12
CCOCc1nc(C)c(Cl)c(NS(=O)(=O)c2ccc(N)cc2)n1 | -1.9 | 0.6 | -4 | 0.9 | 2 | 14 | -4 | -9 | 10
COc1ccc2[nH]c(C)cc(=O)c2c1 | 0.0 | -0.9 | 4 | 0.2 | -9 | 1 | -2 | -15 | 23
S=C(Nc1ccc2c(c1)OCO2)Nc1ccccc1Cl | -4.0 | -0.1 | 0 | -0.1 | -6 | -15 | -8 | -14 | -3
CC(C)(C)SCCNC(=O)c1ccc(Cl)c([N+](=O)[O-])c1 | 2.0 | 2.0 | 3 | 0.6 | -4 | 38 | -6 | 8 | 31
CC(C)c1cc(NCC2CCCO2)n2c(nc3ccccc32)c1C#N (centres undefined) | -1.5 | -0.3 | 46 | 0.1 | -16 | 5 | -2 | 1 | 13
Cc1cc(C)n2cc(COc3ccccc3)nc2n1 | 0.6 | 2.7 | -5 | -0.2 | -10 | 21 | -3 | 1 | 17
N#C/C(=C\c1ccc(F)cc1)c1n[nH]c(Cn2cncn2)n1 | -1.4 | 0.0 | 1 | -0.4 | -27 | 3 | 1 | 4 | 13
CC(C)CCOc1ccc(C2CC(=O)N(C)C2=O)cc1 (centres undefined) | 1.7 | -0.8 | -3 | 0.4 | -11 | 6 | 0 | -6 | 27
Clc1ccc(/C=N/Nc2ncnc3nc[nH]c23)cc1 | -10 | -0.2 | 2 | 0.2 | 4 | 28 | 11 | -16 | 24

Results, from the first entry:
SMILES | TNF death inh | TRPN1 ag | Runt-SMMHC FRET | TRPML3 agonist | EBV gp42 block | CHOP inh | p47phox inh | Mdm2 ligase inh | PPC-1+TRAIL kill
CNC(=O)CSCCn1c(SCC(=O)NC)nc2ccccc2c1=O | -2.6 | 0.7 | 1 | 0.8 | -16 | -13 | -14 | -19 | 3
CCN(CC)S(=O)(=O)c1ccc(Cl)c(OC)c1 | 0.4 | -0.4 | 0 | 1.7 | -5 | 41 | 1 | -4 | 12
CCOCc1nc(C)c(Cl)c(NS(=O)(=O)c2ccc(N)cc2)n1 | -1.9 | 0.6 | -4 | 0.9 | 2 | 14 | -4 | -9 | 10
COc1ccc2[nH]c(C)cc(=O)c2c1 | 0.0 | -0.9 | 4 | 0.2 | -9 | 1 | -2 | -15 | 23
S=C(Nc1ccc2c(c1)OCO2)Nc1ccccc1Cl | -4.0 | -0.1 | 0 | -0.1 | -6 | -15 | -8 | -14 | -3
CC(C)(C)SCCNC(=O)c1ccc(Cl)c([N+](=O)[O-])c1 | 2.0 | 2.0 | 3 | 0.6 | -4 | 38 | -6 | 8 | 31
CC(C)c1cc(NCC2CCCO2)n2c(nc3ccccc32)c1C#N (centres undefined) | -1.5 | -0.3 | 46 | 0.1 | -16 | 5 | -2 | 1 | 13
Cc1cc(C)n2cc(COc3ccccc3)nc2n1 | 0.6 | 2.7 | -5 | -0.2 | -10 | 21 | -3 | 1 | 17
N#C/C(=C\c1ccc(F)cc1)c1n[nH]c(Cn2cncn2)n1 | -1.4 | 0.0 | 1 | -0.4 | -27 | 3 | 1 | 4 | 13
CC(C)CCOc1ccc(C2CC(=O)N(C)C2=O)cc1 (centres undefined) | 1.7 | -0.8 | -3 | 0.4 | -11 | 6 | 0 | -6 | 27
Clc1ccc(/C=N/Nc2ncnc3nc[nH]c23)cc1 | -10 | -0.2 | 2 | 0.2 | 4 | 28 | 11 | -16 | 24
CCCCn1c(SCN2C(=O)c3ccccc3C2=O)nc2cc(S(N)(=O)=O)ccc21 | -1.3 | 0.4 | 5 | 0.8 | -12 | -21 | -17 | -4 | 0
CCc1cc(C(=O)c2ccccc2OC)c(N)s1 | -3.3 | -2.4 | 1 | -1.3 | 1 | 53 | -7 | -3 | 12
CSc1nc2ccccc2n1CC(=O)Nc1cc(C(F)(F)F)ccc1N1CCOCC1 | -1.2 | -1.2 | -5 | 0.5 | -20 | 5 | 2 | -7 | 11
CCCCC(CCC(=O)Nc1cc([N+](=O)[O-])ccc1O)C(=O)O (centres undefined) | -0.2 | 1.1 | -3 | -0.2 | 5 | 0 | -1 | x | -12
C=CCn1c(O)c(N=NC(=O)c2ccccc2NS(=O)(=O)c2cccs2)c2ccccc21 | 2.2 | 1.0 | -9 | 0.5 | -5 | -8 | -12 | -4 | 22
COc1cccc(C(=O)C2CCCN(C/C=C/c3ccccc3OC)C2)c1 (centres undefined) | 3.4 | -1.8 | 0 | 0.1 | -9 | 25 | -12 | -4 | 6
Cc1cc2oc(C(=O)NCc3ccncc3)c(C)c2cc1C | -1.4 | -1.6 | -2 | 0.7 | 12 | 6 | -10 | -12 | 11
Cc1ccccc1-n1c(C)nc2ccccc21 | -0.8 | 2.5 | 1 | 0.1 | -29 | 0 | -19 | -20 | 14
CCC(C)(C)NC(=O)C(c1ccc(F)cc1)N(Cc1ccccc1)C(=O)c1cnccn1 (centres undefined) | -1.3 | -0.6 | -4 | -0.3 | -11 | 0 | -10 | 7 | 28
Cc1ccccc1NS(=O)(=O)c1cc(C(N)=O)ccc1C | -2.1 | 0.9 | 2 | 0.3 | -12 | -16 | -8 | 0 | 10
CCC(=O)Nc1cccc(NC(=O)c2ccc(C)c([N+](=O)[O-])c2)c1 | -2.7 | 1.2 | 2 | 0.7 | -12 | -8 | -19 | 4 | -10
CSc1nc(=S)c2[nH]c(=S)[nH]c2[nH]1 | 0.1 | 0.3 | 51* | 1.4 | 0 | 6 | 17 | -7 | 8
COc1ccc(C2CC(c3ccccc3)=NN2c2ccccc2)c(C(=O)O)c1OC (centres undefined) | 0.2 | -1.1 | 21 | 0.9 | -11 | 18 | -11 | 1 | 20
Cc1ccc(C)c(N2CCN(Cc3nnnn3C3CCCCC3)CC2)c1 | 1.0 | -1.8 | 0 | 2.6 | -16 | 53 | -8 | -11 | 1
CC1CCCN(C(=O)c2sc3cc([N+](=O)[O-])ccc3c2Cl)C1 (centres undefined) | -3.2 | 1.3 | -1 | 1.0 | -6 | 5 | -5 | -16 | 17
O=C(Cc1ccccc1F)Nc1ccc(SC(F)F)cc1 | 26 | -0.8 | 5 | -1.0 | -6 | 9 | -4 | -5 | 29
Cc1cc(NC(=O)CSc2ncccc2C(=O)O)no1 | -0.7 | 1.1 | 0 | 0.7 | -9 | 28 | -2 | 6 | 12
C/C(=N/NS(=O)(=O)c1ccccc1)c1ccc(NC(=O)C2CC2)cc1 | 0.5 | -0.4 | -2 | -0.8 | 2 | 11 | 2 | -12 | 9
O=C(C1=NNCC1c1ccc(Cl)cc1)C1CO1 (centres undefined) | 57* | 1.1 | 2 | 0.2 | -11 | 9 | -16 | x | -1
Cn1c(=O)n(CCc2ccccc2)c(=O)c2c1nc1n2CCCN1c1ccccc1 | 0.8 | -0.5 | -1 | 0.3 | -3 | -14 | -3 | 1 | 20
COC(=O)c1ccc2c(=O)n(CCCCCC(=O)O)c(=O)[nH]c2c1 | 1.8 | 2.3 | -3 | 1.1 | 7 | 23 | -5 | -4 | 13
Cc1ccccc1-n1cc(CNC(=O)CC2C(=O)NCCN2C/C=C/c2ccccc2)cn1 (centres undefined) | 1.5 | -2.1 | -1 | 0.7 | 4 | 30 | -1 | 0 | -23
C=CCOc1c(Br)cc(C2C3=C(CCCC3=O)N(C)C3=C2C(=O)CCC3)cc1OCC | -0.1 | -0.6 | x | -0.4 | 6 | 21 | -3 | -38 | -9
COCCNC(=S)N/N=C/c1ccc(OCc2ccc(C(=O)OC)cc2)cc1 | 2.3 | -0.2 | 1 | 0.7 | -18 | 12 | -18 | -3 | 14
O=C(Nc1ccc(Cl)cc1)Nc1ccccc1Sc1ncc([N+](=O)[O-])s1 | -20 | 2.2 | 20 | 1.1 | -17 | 37 | -25 | -12 | -2
CCC(=O)N(Cc1cc2c(C)cc(C)cc2[nH]c1=O)C1CCCCC1 | -0.2 | 9.8 | 2 | 1.8 | -15 | -4 | -4 | 5 | 10
C=CCNC(=O)C12CC3CC(C1)CC(C(=O)NCC=C)(C3)C2 | -1.4 | 0.5 | 0 | 0.1 | 6 | -17 | -6 | -1 | 15
COc1ccc(CCCc2n[nH]c(=S)o2)cc1 | 1.1 | 1.1 | 1 | 0.3 | -10 | -6 | 6 | 18 | 12
COc1c(C)cc(C(=O)C2CCCN(C(=O)c3cccc(-n4cccn4)c3)C2)cc1C (centres undefined) | 2.4 | -2.2 | 1 | 1.2 | -10 | -1 | -17 | -13 | 16
Cc1ccccc1NC(=S)Nc1ccccn1 | 4.7 | 0.7 | 6 | 1.5 | -8 | -6 | 6 | -7 | -12
Cc1ccc2nc(-c3ccccc3)cc(C(=O)N3CCc4ccccc4C3)c2c1 | -8.2 | -0.5 | 0 | -0.5 | -10 | -9 | -17 | 1 | 19
COCC(=O)n1cc(C(=O)OC)c2ccccc21 | -2.6 | 0.9 | 0 | 0.5 | -19 | 13 | 0 | 1 | -1
COc1ccc(S(=O)(=O)CCC(=O)N2CC(=O)N(CCc3ccccc3)C(=O)C2)cc1 | 1.2 | 0.6 | 0 | 2.2 | -13 | 26 | -2 | -18 | 20
CCOC(=O)C1CCN(C(=O)CN(c2ccc3c(c2)OCO3)S(C)(=O)=O)CC1 | -1.6 | 0.6 | -3 | 0.4 | -22 | -14 | -15 | 5 | 5
Cc1ccccc1NC(=O)CSc1ccncc1 | 5.0 | 1.6 | -2 | 0.3 | -5 | -9 | -14 | -4 | 14
